# Screens deposited in PubChem BioAssay by The Scripps Research Institute Molecular Screening Center.
# LYPLA1 counter: LYPLA1 inhibitors, primary screen, counter-screen for PME1 inhibitor project, biochemical, fluorescence polarization, FP-Rh probe ABPP; inhibition, % at 5.9 µM; 0.16% of 320,000 active; recombinant LYPLA1;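 active means inhibition above the mean of all tested compounds plus 3 SD, set per campaign, cut at about 14% in these data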;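 further: inhibitors block serine hydrolase probe labeling of LYPLA1 so polarization falls; 0% = enzyme with DMSO and 100% = wells lacking LYPLA1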
# PAD4 FP inh: human PAD4 inhibitors, primary screen, biochemical, fluorescence polarization, 1536-well format | Protein-arginine deiminase type-4 (Homo sapiens), Q9UM07 | recombinant PAD4, RCA probe fluorescence polarization | inhibition, % at 6.36 µM | 0.41% of 330,000 active | AID 485272, 2010;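 active means percent inhibition above a cutoff equal to the mean of all tested compounds plus 3 SD, cut at about 15% in these data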;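 further: 0% = PAD4 with RCA probe and DMSO and 100% = probe without PAD4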
# GSTO1 inh: inhibitors of recombinant GSTO1, primary screen, counter-screen for RBBP9 inhibitor project, biochemical, fluorescence polarization; Glutathione S-transferase omega-1 (Homo sapiens), P78417; activity-based probe fluorescence polarization; inhibition, % at 5.96 µM; 1.1% of 300,000 active; AID 1974, 2009;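 active means inhibition above the campaign mean inhibition plus 3 SD, cut at about 35% in these data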;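 further: 0% = GSTO1-1 with DMSO and 100% = wells lacking GSTO1-1 enzyme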
# Target sequence (P78417 whole entry, looked up): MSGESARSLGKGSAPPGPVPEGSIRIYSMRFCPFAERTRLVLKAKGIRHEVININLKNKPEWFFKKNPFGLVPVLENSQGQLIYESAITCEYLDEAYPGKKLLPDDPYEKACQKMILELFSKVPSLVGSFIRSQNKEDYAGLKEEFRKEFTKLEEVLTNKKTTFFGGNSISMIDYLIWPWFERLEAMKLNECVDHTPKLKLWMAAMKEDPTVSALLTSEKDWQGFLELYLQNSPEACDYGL
# ZTA counter: blocks Epstein-Barr virus ZTA, an EBNA-1 counter-screen; ZTA-DNA binding, fluorescence polarization; inhibition, % at 11 µM; P03206; 0.15% of 320,000 active; in the data active means inhibition above about 33%
# Target sequence (P03206 whole entry, looked up): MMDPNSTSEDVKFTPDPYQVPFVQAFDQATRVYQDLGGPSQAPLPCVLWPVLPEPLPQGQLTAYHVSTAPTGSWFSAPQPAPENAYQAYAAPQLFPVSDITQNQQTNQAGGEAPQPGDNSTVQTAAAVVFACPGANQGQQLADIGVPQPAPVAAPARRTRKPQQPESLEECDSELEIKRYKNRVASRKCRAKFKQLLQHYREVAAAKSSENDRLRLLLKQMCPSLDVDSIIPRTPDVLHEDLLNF
# PAFAH1B3 FP inh: PAFAH1B3 enzyme inhibitors, primary screen, biochemical, fluorescence polarization, human; recombinant PAFAH1B3, FP-rhodamine probe; inhibition, % at 3.39 µM; 0.28% of 340,000 active;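 active means inhibition above the screen-wide average of all tested compounds plus 3 SD, cut at about 25% in these data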;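 further: 0% = enzyme with DMSO only and 100% = wells lacking PAFAH1B3 protein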
# Target sequence (Q15102 whole entry, looked up): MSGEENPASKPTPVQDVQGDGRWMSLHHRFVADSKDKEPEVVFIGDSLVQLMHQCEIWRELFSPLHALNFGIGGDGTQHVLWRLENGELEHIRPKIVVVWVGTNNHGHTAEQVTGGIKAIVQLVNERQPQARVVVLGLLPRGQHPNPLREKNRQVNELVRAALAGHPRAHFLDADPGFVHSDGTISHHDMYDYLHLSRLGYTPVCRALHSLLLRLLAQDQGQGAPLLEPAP
# PAFAH2 FP inh: PAFAH2 enzyme inhibitors, primary screen, biochemical, fluorescence polarization, human. Platelet-activating factor acetylhydrolase 2, cytoplasmic (Homo sapiens), Q99487. 0.99% of 340,000 active. recombinant PAFAH2, FP-rhodamine activity probe. inhibition, % at 3.39 µM;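 active means inhibition above the mean over all tested compounds plus 3 SD, cut at about 30% in these data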;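 further: inhibitors block probe labeling of enzyme so polarization drops; 0% = enzyme with DMSO and 100% = wells lacking PAFAH2 protein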
# PREPL inh: PREPL enzyme inhibitors, primary screen, biochemical, fluorescence polarization | recombinant PREPL, fluorescence polarization activity-based probe | 0.68% of 320,000 active | AID 2751, 2010 | inhibition, % at 5.96 µM; in the data active means inhibition above about 43%;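 further: 0% = enzyme with DMSO and 100% = wells lacking enzyme; many of its hits are not listed in these tables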
# EBNA-1 inh: EBNA-1 DNA-binding inhibitors, primary screen, biochemical, fluorescence polarization | inhibition, % at 14.8 µM | 0.34% of 300,000 active; in the data active means inhibition above about 28%
# LYPLA2 inh: LYPLA2 inhibitors, primary screen, counter-screen for PME1 inhibitor project, biochemical, fluorescence polarization, FP-Rh probe ABPP | Acyl-protein thioesterase 2 (Homo sapiens), O95372 | recombinant LYPLA2 | inhibition, % at 5.9 µM | 0.38% of 320,000 active | AID 2177, 2009;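 active means inhibition above the screen-wide mean plus 3 SD, limit set per campaign, cut at about 26% in these data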;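 further: 0% = LYPLA2 with DMSO and 100% = wells lacking LYPLA2 enzyme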
# Target sequence (O95372 whole entry, looked up): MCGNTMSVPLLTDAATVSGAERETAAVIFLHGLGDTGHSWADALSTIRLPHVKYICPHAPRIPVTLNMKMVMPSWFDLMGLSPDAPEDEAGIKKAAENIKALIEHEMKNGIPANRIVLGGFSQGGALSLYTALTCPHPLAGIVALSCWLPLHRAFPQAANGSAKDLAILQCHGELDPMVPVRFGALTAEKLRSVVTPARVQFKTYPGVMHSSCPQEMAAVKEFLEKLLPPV
# * hit, by the source's call; x = no result given.
SMILES,LYPLA1 counter,PAD4 FP inh,GSTO1 inh,ZTA counter,PAFAH1B3 FP inh,PAFAH2 FP inh,PREPL inh,EBNA-1 inh,LYPLA2 inh
COc1cccc(/C=C2\CC(C)Cc3c2nc2ccccc2c3C(=O)O)c1OC (stereo not drawn),0,-1,9,-15,1,-7,-8,7,11
CC1=C(C(=O)Nc2ccccc2F)C(c2ccsc2)C2=C(CC(c3ccccc3)CC2=O)N1 (stereo not drawn),2,-7,0,-12,-6,-3,0,-14,4
Cc1ccccc1-n1c(=O)n(CCc2ccccc2)c(=O)c2[nH]cnc21,-1,-3,6,-1,8,2,33,-6,3
O=C(CNC(=O)C1CCCCC1)OCC(=O)c1cccc(Cl)c1,x,-1,x,x,1,5,16,x,x
O=C(O)C1CCCCC1C(=O)Nc1ccccc1C(=O)N1CCN(c2ccc(F)cc2)CC1 (stereo not drawn),6,5,7,-24,-4,-1,-27,-4,8
CCOC(=O)N1CCN(C(=O)c2ccc(OC)c(S(=O)(=O)N3CCOCC3)c2)CC1,1,2,10,-9,-4,-10,0,3,2
O=C(CNC(=O)N1CC(=O)Nc2ccccc21)NCc1ccccc1Cl,3,-2,-7,8,2,4,-5,-8,-3
COc1cc(/C=N/NC(=O)COc2c(C)cc([N+](=O)[O-])cc2C)ccc1OC(=O)c1ccccc1,-4,8,0,-4,-8,-21,71*,1,-14
O=C(NCC1CCCO1)/C(=C\c1ccco1)NC(=O)c1ccc(Cl)cc1 (stereo not drawn),-3,-5,-6,4,2,1,5,1,-6
CCOC(=O)/C(=N\Nc1ncnc2ccccc12)c1ccc(C)cc1,0,0,4,12,3,-3,-1,-10,3
CCN1C(=O)N[C@@H](c2cccc(C(F)(F)F)c2)[C@H](C(C)=O)[C@H]1C,-4,3,6,-26,5,-8,13,-8,-3
CSc1ncccc1C(=O)NCCc1ccc(Cl)cc1,-3,3,6,0,8,4,4,-17,-3
Cc1ccc(S(=O)(=O)Nc2cc(=O)[nH]c3c2CCC3)cc1,-2,-8,2,-14,-4,-2,12,-9,0
CN1C(=O)/C(=C/c2ccccc2Cl)Sc2ccc(C(=O)N3CCCC3)cc21,2,-3,-4,3,-6,3,6,9,0
COc1ccc(-n2nnnc2SCC(=O)N2C(C)CCCC2C)c(OC)c1 (stereo not drawn),0,1,-3,-12,7,-6,4,8,4
Cc1ccc(OCC(=O)NCc2ccco2)cc1C,-3,0,0,6,1,6,-2,10,-5
COc1ccccc1CCN1CCCC(CN(C)C(=O)c2ccc3nc[nH]c3c2)C1 (stereo not drawn),5,2,-5,-9,5,0,18,7,10
O=C(Nc1cccc(-c2nn[nH]n2)c1)c1ccc(Cl)s1,0,1,-18,8,7,-10,-1,-1,1
Cc1ccc(N/C(N)=N/c2nc(C)cc(N3CCCCC3)n2)c(C)c1,-1,1,0,8,5,2,29,-8,-4
C#CCOCCOCCOCCNc1nc(N2CCN(C(=O)[C@H]([C@@H](C)CC)n3cc(CCC(=O)O)nn3)CC2)nc(N2CCN(C(=O)[C@H](C)n3cc(CCCN=C(N)N)nn3)CC2)n1,0,-1,1,-11,6,-6,2,13,2
CCCC(O)(CCN1CCOCC1)c1ccc(Br)cc1 (stereo not drawn),5,-4,-4,-8,8,7,3,-14,4
COCCN(C(=O)CN1CCCc2ccccc21)c1c(N)n(Cc2ccccc2)c(=O)[nH]c1=O,2,-3,-1,14,-3,8,5,-4,10
Cc1ccc2nc(N=C(N)N)nc(C)c2c1,-2,4,11,-6,6,8,0,-6,0
Cc1ccnc(NC(=O)CCC(=O)N(CC(=O)NCC2CCCO2)Cc2ccc(F)cc2)c1 (stereo not drawn),-2,1,-9,1,6,-5,-4,5,1
Cc1cc(C(=O)Nc2ccc([N+](=O)[O-])cn2)cs1,3,4,5,8,8,6,4,7,8
CC(C)c1nnc(NC(=O)C2CCCN(C(=O)Nc3ccc(F)cc3)C2)s1 (stereo not drawn),2,0,4,10,8,-3,0,9,-1
FC(F)(F)c1ccc(/C=N/n2c(C3CCCCC3)n[nH]c2=S)cc1,-1,-1,-6,8,4,13,5,14,4
CC(=O)c1cc(CN2CCC(N3CCC(C(=O)NC(C)C)CC3)CC2)cs1,-1,5,5,-8,11,-7,11,8,7
Cc1c(Cl)cccc1NC(=O)c1cccc(NC(=O)CCC(=O)O)c1,-2,2,7,9,1,9,-12,1,-2
CCCC(=O)N1CCN(c2nc(CC(C)C)c3c(c2C#N)CCC3)CC1,-1,-4,1,-2,0,4,11,-3,4
CN1CCc2c(sc3c2c(NCc2ccco2)nc2nnnn23)C1,3,0,3,4,5,-5,21,10,9
Cc1noc(C)c1S(=O)(=O)Nc1ccc2c(c1)C(=O)N([C@H](C)CO)C[C@H](C)[C@@H](CN(C)C(=O)Nc1ccc3c(c1)OCO3)O2,x,-11,x,x,10,4,16,x,x
CCc1c(C)sc(NC(=O)c2cccs2)c1C(N)=O,0,-3,-6,-13,17,8,7,-4,10
COc1ccc(CC(=O)c2ccc(OC3OC(CO)C(O)C(O)C3O)cc2O)cc1 (stereo not drawn),4,3,1,-8,5,0,3,3,6
Cc1nn(C)c(Cl)c1CN1CCC(Oc2ccc(C(=O)N3CCCC3)cc2)CC1,-3,-6,8,-2,-2,-6,-2,-6,1
O=C(Nc1cnccn1)Nc1cccc(Cl)c1Cl,-2,0,-1,-1,-8,-7,-10,-10,-1
CCn1c(CNC(=O)c2ccc(Cl)cc2)nnc1SCC(=O)NC1=NCCS1,1,1,0,20,6,4,-2,-9,3
Cc1c(NC(=O)CSc2nnc(-c3ccncc3)o2)c(=O)n(-c2ccccc2)n1C,-2,2,0,-2,5,3,-1,5,-6
Cc1cc(-c2ccc(C)c(S(=O)(=O)N3CCN(c4ccccn4)CC3)c2)on1,0,4,-7,-1,2,2,-20,-9,11
O=C(O)c1ccc(CSc2nnc(-c3ccccc3Cl)n2-c2ccccc2)cc1,-1,-4,-2,10,5,8,-4,-7,-5
CCN(CC)CCn1c(=S)[nH]c2ncccc2c1=O,1,-5,10,4,8,-1,0,13,7
NCCCCCc1nnc(SC/C=C/c2ccccc2)o1,-2,5,-1,-1,4,1,12,-7,3
Cc1ccc(C(=O)Nc2cc(Cl)ccc2Oc2ccccc2)cc1[N+](=O)[O-],5,-3,4,0,2,-4,-15,10,-10
CC(C)(C)CC(=O)O/N=C(\N)c1ccccn1,-2,0,0,-16,13,-2,0,-1,4
CC1CC(=O)Nc2ccccc2N1C(=O)CSc1ccc2ccccc2n1 (stereo not drawn),x,1,x,x,2,-1,6,x,x
COc1ccc(NC(=O)CCC(=O)N/N=C/c2ccncc2)cc1,2,-5,2,7,2,0,16,1,1
CCOC(=O)c1c(C)n(C)c2ccc(OCC(O)CN(CC)CC)cc12 (stereo not drawn),0,2,-2,2,8,4,2,1,-1
CC(C(=O)NCC(=O)Nc1ccc(F)c(F)c1F)N1CCN(c2ccc(O)cc2)CC1 (stereo not drawn),-1,1,x,14,5,-7,18,x,2
Cc1ccc(C)c(NC(=O)CN(C)C(=O)c2ccccc2OCc2c(C)noc2C)c1,-6,2,x,15,-3,1,0,x,-8
O=C(NCc1ccccc1)c1ccc(NS(=O)(=O)c2cccs2)cc1,0,0,x,-21,-11,-2,-5,x,7
O=C(O)c1cccc(-c2nc3ccccc3[nH]2)c1,0,1,8,14,8,2,-2,4,-1
COc1ccc(OCc2nnc(SCC(N)=O)n2-c2ccccc2OC)cc1,-2,-1,5,-4,-5,-4,3,5,4
Cc1ccc(-c2nc(C3CCN(S(=O)(=O)c4ccc(C(C)(C)C)cc4)CC3)no2)cc1,0,-5,-2,14,6,-3,-4,-9,-10
O=C(Nc1ccc(N2CCN(C(=O)c3ccco3)CC2)cc1)c1ccc2c(c1)OCO2,2,0,-8,-16,8,-8,2,9,2
CCc1ccc(N2CC(C(=O)Nc3ccc(S(=O)(=O)NCC4CCCO4)cc3)CC2=O)cc1 (stereo not drawn),-5,-4,0,9,-3,-5,-6,94*,10
O=S(=O)(c1ccccc1)N1CCN=C1SCc1ccccc1Cl,-4,-1,10,-21,3,7,5,-10,0
O=[N+]([O-])c1cc(S(=O)(=O)Nc2cccc(Cl)c2)ccc1N=Nc1c(O)[nH]c2ccccc12,-11,-5,2,9,-6,1,12,-1,-19
CN(C)c1nccc(NCc2ccccc2)c1C#N,1,-1,-1,-15,7,1,3,-5,1
CSCCC(NC(=O)c1ccccc1)C(=O)N1CCN(C(C)=O)CC1 (stereo not drawn),-4,0,x,21,5,-3,-3,x,-3
CN(C)C(CNS(=O)(=O)c1ccc(Br)cc1)c1cccnc1 (stereo not drawn),-1,-1,0,-3,2,-9,-9,-1,2

# Arranged by length of the SMILES (high to low): 3 of the compounds above.
SMILES,LYPLA1 counter,PAD4 FP inh,GSTO1 inh,ZTA counter,PAFAH1B3 FP inh,PAFAH2 FP inh,PREPL inh,EBNA-1 inh,LYPLA2 inh
CSCCC(NC(=O)c1ccccc1)C(=O)N1CCN(C(C)=O)CC1 (stereo not drawn),-4,0,x,21,5,-3,-3,x,-3
O=C(O)c1cccc(-c2nc3ccccc3[nH]2)c1,0,1,8,14,8,2,-2,4,-1
CN(C)c1nccc(NCc2ccccc2)c1C#N,1,-1,-1,-15,7,1,3,-5,1

# Going on with the list.
SMILES,LYPLA1 counter,PAD4 FP inh,GSTO1 inh,ZTA counter,PAFAH1B3 FP inh,PAFAH2 FP inh,PREPL inh,EBNA-1 inh,LYPLA2 inh
O=C(COC(=O)c1cc(S(=O)(=O)N2CCCCC2)ccc1Cl)NC1CCS(=O)(=O)C1 (stereo not drawn),x,-2,x,x,13,-16,11,x,x
O=C(c1cc(C(=O)NCCc2ccccc2)c(=O)n(CCc2ccccc2)c1)c1cc(Cl)ccc1O,-29,0,-17,0,-19,-19,8,5,-41
COC(=O)Nc1nn(Cc2ccccc2F)cc1Br,3,-7,3,-15,1,4,14,-16,2
COc1ccc(C(=O)N/N=C/c2cc(Br)ccc2O)cc1OC,-19,2,-1,6,18,0,2,-6,-16
O=C(O)Cn1cc(/C=c2/sc3nc4ccccc4n3c2=O)c2ccccc21,-1,-5,-15,-4,13,13,19,5,-3
Cc1ccc(C)c(OCC(O)CN2CCCCC2C)c1 (stereo not drawn),-2,-1,7,-4,4,-4,7,9,3
Cc1cc2ccccc2c(=O)n1CC(=O)NC1CCCCCC1,-1,-2,3,8,-2,0,-4,12,-3
CCCN1Cc2cccc(C(=O)NC(C)c3cccs3)c2C1=O (stereo not drawn),-4,-2,7,4,8,3,-1,4,-3
CCOc1ccc(N(C)C(=O)CCc2nnc3ccc(NCc4ccco4)nn23)cc1,-1,-2,1,2,-2,5,9,0,-1
C=CCOc1ccc(/C=N/NC(=O)CN(c2cc(Cl)ccc2OC)S(=O)(=O)c2ccc(C)c([N+](=O)[O-])c2)cc1,-15,0,3,16,-26,-38,-5,0,-32
CCCCN(CC)CCCNC(=O)c1ccc(CS(=O)(=O)c2c(Cl)cccc2Cl)o1,1,-1,-2,7,11,-11,-38,0,2
CC(C)NC(=O)COC(=O)Cn1[nH]c(=O)c2ccccc2c1=O,1,-4,7,0,5,-2,-4,-4,0
CN(Cc1ccccc1)c1nc2nonc2nc1N1CCCC(CN2CCCC2=O)C1 (stereo not drawn),0,-2,6,0,7,-4,0,0,10
Cc1ccc(-c2nnc(SCCC(=O)N3CCOCC3)o2)cc1,-3,-1,1,3,-1,2,18,-13,0

# Some of the compounds tested; count on the stated rates, not on these rows.
